# Pf Dd2 inh: P. falciparum Dd2 growth inhibitors, primary screen, SYBR Green fluorescence, single dose replicates. 72 h; stronger effect = lower value. actives 2.3% (n = 94,000). activity change, % at 10 µM; in the data active = activity change below about -80%
# C diff growth: C. difficile growth inhibitors, primary screen, HTS | actives 0.25% (n = 86,000) | growth activity, negative = inhibition, % at 16 µg/mL (by protocol) | Clostridium difficile clinical isolate growth, OD600, 24 h; stronger effect = lower value;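 active = mean growth activity at or below -80% and every replicate also at or below -80%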;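 also: 0% = DMSO wells and -100% = levofloxacin 16 µg/mL wells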
# KDM4C inh: inhibitors of GASC-1 (KDM4C) histone demethylase, primary screen, biochemical, single concentration HTS; actives 0.15% (n = 96,000); Lysine-specific demethylase 4C (Homo sapiens), Q9H3R0; AID 720574, 2013; inhibition, % at 12.5 µM; GST-KDM4C 2-372, H3K9me3 peptide, LANCE TR-FRET;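 active = mean replicate inhibition above about 25%, with at least 55% of replicates also reaching it, limit read from the data, passing the limit was not always enough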
# Target sequence (Q9H3R0 2-372 limits assumed): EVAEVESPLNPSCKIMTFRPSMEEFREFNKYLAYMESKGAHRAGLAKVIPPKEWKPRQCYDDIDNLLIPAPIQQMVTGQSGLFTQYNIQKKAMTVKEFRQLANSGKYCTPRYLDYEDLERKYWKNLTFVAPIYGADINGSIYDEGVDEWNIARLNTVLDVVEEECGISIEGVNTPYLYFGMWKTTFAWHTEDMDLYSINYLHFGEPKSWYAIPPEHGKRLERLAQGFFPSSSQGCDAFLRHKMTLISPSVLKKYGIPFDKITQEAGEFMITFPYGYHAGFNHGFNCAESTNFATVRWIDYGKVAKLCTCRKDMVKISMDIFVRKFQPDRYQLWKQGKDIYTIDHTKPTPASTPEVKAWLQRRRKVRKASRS
#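 System – N-terminal GST-fused human GASC-1 (KDM4C) fragment, residues 2-372 · Input – enzyme final amount 10 nM · Technique – LANCE TR-FRET, Eu antibody, ULight-streptavidin, EDTA, ex 340 nm, em 618/671 nm · Medium – HEPES buffer, pH 7.5, plus ascorbate · Incubation – enzyme reaction 30 min, then detection 60 min, both room temperature · Reagent – H3K9me3 peptide with Fe(II)/2OG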
# Tcruzi prolif: T. cruzi intracellular proliferation inhibitors, primary screen, cell-based, beta-gal Tulahuen parasites, NIH3T3 host, luminescence; T. cruzi beta-gal in NIH3T3, GalScreen luminescence, 90 h; inhibition, % at 8.34 µM; actives 5.9% (n = 77,000); AID 624255, 2012;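 active = mean inhibition above about 93%, with at least 55% of replicates each passing it, limit read from the data, passing the limit was not always enough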
# * marks the source's active call; other numbers are inactive results; . = no result given.
# Each structure is followed by: Pf Dd2 inh	C diff growth	KDM4C inh	Tcruzi prolif
C[C@@H]1CN([C@H](C)CO)C(=O)Cc2cc(NS(=O)(=O)c3cccs3)ccc2O[C@H]1CN(C)Cc1ccc(C(=O)O)cc1
    13	8	-1.0	-32
CCC(=O)N[C@H]1CC[C@H](CCNC(=O)Nc2ccc(C(F)(F)F)cc2)O[C@@H]1CO
    -24	.	1.1	63
CCN1[C@@H]2c3ccc(C4=CCCCC4)c(=O)n3C[C@H]1[C@H](CO)[C@H]2C(=O)NCc1ccccn1
    3	0	-0.6	26
CCCNC(=O)N1CC2(C1)[C@H](c1ccccc1)[C@H](CO)N2C(=O)C1CCCC1
    23	0	0.8	.
C[C@@H]1CCCCO[C@@H](CN(C)Cc2ccc(C(=O)O)cc2)[C@@H](C)CN([C@H](C)CO)C(=O)c2cc(NC(=O)Nc3ccc(C(F)(F)F)cc3)ccc2O1
    62	0	-0.5	2
C[C@@H]1CN([C@H](C)CO)C(=O)c2cc(NC(=O)Nc3ccc(C(F)(F)F)cc3)ccc2O[C@@H](C)CCCCO[C@H]1CN(C)C(=O)Nc1ccc(C(F)(F)F)cc1
    -67	7	-2.1	90
O=C(NC[C@@H]1[C@@H](c2ccccc2)[C@@H](CO)N1Cc1cccnc1)c1ccccn1
    11	-1	2.8	23
C[C@@H]1CN([C@H](C)CO)C(=O)c2cc(NS(=O)(=O)c3ccccc3)ccc2O[C@@H](C)CCCCO[C@@H]1CN(C)Cc1ccc(C(F)(F)F)cc1
    -50	.	1.5	85
C[C@@H]1CN([C@H](C)CO)C(=O)Cc2cc(NC(=O)CCCCCC(=O)Nc3ccccc3N)ccc2O[C@H]1CN(C)CC1CCCCC1
    -24	-5	-0.4	33
CN1C(=O)c2cc(NC(=O)Cc3cccs3)ccc2OC[C@H]2O[C@@H](CC(=O)O)CC[C@@H]21
    -13	-4	-0.1	.
C[C@@H](O)C#Cc1ccc([C@@H]2[C@H](CO)N3CCCCN(S(=O)(=O)c4ccccc4)C[C@@H]23)cc1
    -12	-15	-0.3	107*
C[C@@H]1CN([C@@H](C)CO)C(=O)Cc2cc(NS(=O)(=O)c3cn(C)cn3)ccc2O[C@H]1CN(C)S(=O)(=O)c1ccc(F)cc1
    17	-3	0.4	22
C[C@@H]1CN([C@@H](C)CO)C(=O)Cc2cc(NS(=O)(=O)c3ccc(Cl)cc3)ccc2O[C@H]1CN(C)Cc1ccc(C(=O)O)cc1
    36	7	-0.5	.
C[C@@H](NC(=O)C[C@@H]1C=C[C@H](NC(=O)C2CC2)[C@@H](CO)O1)c1ccccc1
    14	-3	-0.3	.
CO[C@@H]1CN(C)C(=O)c2ccc(NC(=O)C3CC3)cc2OC[C@@H](C)N(Cc2cncnc2)C[C@@H]1C
    .	.	-0.5	17
CCCNC(=O)C[C@@H]1CC[C@H]2[C@H](COc3ccc(NC(=O)c4cccc(F)c4)cc3C(=O)N2C)O1
    8	8	-1.0	27
C[C@H]1CN([C@@H](C)CO)C(=O)c2cccc(NS(=O)(=O)c3cccs3)c2O[C@@H]1CN(C)C(=O)Nc1ccc(C(F)(F)F)cc1
    7	.	.	-87
COc1ccc(NC(=O)N(C)C[C@H]2Oc3ccc(NC(=O)Cc4cn(C)c5ccccc45)cc3CC(=O)N([C@@H](C)CO)C[C@@H]2C)cc1
    4	-2	0.1	14
CN(C)CCCNC(=O)C[C@H]1C=C[C@@H](NS(=O)(=O)c2ccccc2)[C@@H](CO)O1
    13	.	2.1	-49
CC(C)c1cn(CC[C@H]2CC[C@H](N)[C@@H](CO)O2)nn1
    29	.	11	-24
COc1ccc(-c2ccc([C@@H]3[C@@H](CO)N4C(=O)CN(C(=O)Cc5ccccn5)C[C@@H]34)cc2)cc1
    -29	-6	0.4	.
O=C(C1CC1)N1CC2(C1)[C@H](c1ccccc1)[C@@H](CO)N2C(=O)c1cccnc1
    -7	-5	1.6	.
Cc1noc(C)c1S(=O)(=O)Nc1ccc2c(c1)C(=O)N([C@@H](C)CO)C[C@H](C)[C@@H](CN(C)S(=O)(=O)c1ccccc1)OCCCC[C@@H](C)O2
    -72	-11	-0.5	37
CN1CCN(C(=O)C[C@H]2CC[C@@H]3[C@@H](COc4ccc(NC(=O)c5ccc(F)c(F)c5)cc4C(=O)N3C)O2)CC1
    1	-3	-1.6	15
O=C(C[C@@H]1C[C@H]2c3cc(NC(=O)NC4CCCCC4)ccc3O[C@H]2[C@@H](CO)O1)NCCc1ccccc1
    16	6	-7.4	.
CC(C)N(C[C@H]1[C@@H](c2ccccc2)[C@@H](CO)N1CC1CC1)C(=O)C1CCC1
    -54	5	2.3	.
COc1ccc(NC(=O)N(C)C[C@@H]2Oc3ccc(NS(=O)(=O)c4c(C)noc4C)cc3CC(=O)N([C@@H](C)CO)C[C@@H]2C)cc1
    -12	2	-0.2	19
O=C(C[C@@H]1CC[C@H](NC(=O)c2ccc(F)cc2)[C@@H](CO)O1)NCc1ccncn1
    -4	2	0.3	-27
O=C(C[C@H]1CC[C@@H]2[C@H](COC[C@@H](O)CN2Cc2nccs2)O1)NCc1ccc(Cl)cc1
    3	.	0.4	2
C[C@@H]1CN([C@@H](C)CO)C(=O)c2cc(NS(=O)(=O)c3ccc(F)cc3)ccc2O[C@@H](C)CCCCO[C@@H]1CN(C)C(=O)CCCN(C)C
    2	0	1.5	.
C[C@H]1CN([C@@H](C)CO)C(=O)c2cc(C#CCN(C)C)cnc2O[C@H]1CN(C)C
    57	-6	10	.
CC(C)NC(=O)N(C)C[C@H]1OCCCC[C@H](C)Oc2ccc(NC(=O)CCCN(C)C)cc2C(=O)N([C@@H](C)CO)C[C@H]1C
    30	-4	1.3	-37
COc1ccc(NC(=O)N(C)C[C@@H]2OCCCC[C@H](C)Oc3ccc(NC(=O)Nc4c(C)noc4C)cc3C(=O)N([C@@H](C)CO)C[C@@H]2C)cc1
    7	0	0.8	22
COc1ccc2c3c([nH]c2c1)[C@H](CO)NCC31CCN(C(=O)C2CCC2)CC1
    -51	4	-0.3	.
C[C@@H]1CN([C@@H](C)CO)C(=O)c2cc(-c3cccnc3)cnc2O[C@H]1CN(C)C(=O)NC1CCCC1
    26	3	-1.2	73
CCS(=O)(=O)N1CC(=O)N2[C@H](CO)[C@@H](c3ccc(C#CCC4CCCC4)cc3)[C@H]2C1
    -17	-11	-0.7	.
CCCNC(=O)Nc1ccc2c(c1)C(=O)N(C)C[C@H](OC)[C@H](C)CN(C(=O)C1CCCCC1)[C@@H](C)CO2
    -19	-4	-1.8	-15
O=C(C[C@H]1CC[C@H](NC(=O)c2ccccc2)[C@@H](CO)O1)Nc1ccc(-c2ccccc2)cc1
    22	.	1.0	-35
C[C@H](CO)N1C[C@H](C)[C@H](CN(C)S(C)(=O)=O)Oc2ccc(NS(=O)(=O)c3ccc(F)cc3)cc2C1=O
    23	-3	15	73
CN1C(=O)c2cc(NC(=O)c3ccc(F)c(F)c3)ccc2OC[C@H]2O[C@H](CC(=O)N[C@@H]3CCN(Cc4ccccc4)C3)CC[C@@H]21
    .	4	0.7	93
CCCNC(=O)Nc1ccc2c(c1)C(=O)N(C)C[C@H](OC)[C@H](C)CN(C(=O)C1CCOCC1)[C@@H](C)CO2
    -12	.	-0.7	9
CO[C@@H]1CN(C)C(=O)c2ccc(NC(=O)Cc3ccccc3)cc2OC[C@H](C)NC[C@H]1C
    -1	.	0.4	15
O=C(c1cccnc1)N1CCCCN2[C@@H](CO)[C@H](c3ccc(C#Cc4cccnc4)cc3)[C@@H]2C1
    11	-6	0.5	21
N#C[C@@H]1[C@H](c2ccc(C#CC3CCCC3)cc2)[C@H](CO)N1C(=O)c1cccc(F)c1
    -65	23	-0.9	.
C[C@H](CO)N1C[C@H](C)[C@H](CN(C)Cc2ccc(C(=O)Nc3ccccc3N)cc2)Oc2ccc(NS(=O)(=O)c3cccs3)cc2CC1=O
    -48	-15	-0.5	55

# (more compounds)
# Assay codes: A = Pf Dd2 inh; B = C diff growth; C = KDM4C inh; D = Tcruzi prolif
O=S(=O)(NC[C@@H]1[C@@H](c2ccccc2)[C@H](CO)N1CC1CC1)c1ccccc1
  A = -13	B = 6	C = 0.7	D = -33

CO[C@@H]1CN(C)C(=O)c2ccc(NC(C)=O)cc2OC[C@H](C)N(C(=O)c2ccc(F)cc2)C[C@H]1C
  A = 9	B = .	C = -0.1	D = -16

C[C@@H]1CN([C@H](C)CO)S(=O)(=O)c2ccc(C#CCN(C)C)cc2O[C@H]1CN(C)C(=O)C1CC1
  A = -12	B = -3	C = 0.4	D = 89*

COCC(=O)Nc1ccc2c(c1)C(=O)N(C)[C@@H]1CC[C@@H](CC(=O)NCCc3ccncc3)O[C@H]1CO2
  A = -3	B = -1	C = -2.0	D = 2

CC(=O)N1[C@@H]2c3ccc(-c4ccccc4)c(=O)n3C[C@@H]2[C@@H](CO)[C@@H]1C(=O)N1CCCCC1
  A = .	B = 2	C = 0.3	D = 29

C[C@@H]1CN([C@H](C)CO)C(=O)Cc2cc(NC(=O)c3ccncc3)ccc2O[C@@H]1CN(C)Cc1ccc(Cl)c(Cl)c1
  A = -2	B = -4	C = 0.8	D = 19

CC(C)CC#Cc1ccc2c(c1)O[C@@H](CN(C)C(=O)Cc1cccnc1)[C@@H](C)CN([C@@H](C)CO)S2(=O)=O
  A = -32	B = 1	C = -0.2	D = .

O=C(O)C[C@@H]1C[C@@H]2c3cc(NC(=O)CC4CC4)ccc3O[C@@H]2[C@H](CO)O1
  A = 1	B = -1	C = 0.6	D = -18

C[C@H]1CN([C@@H](C)CO)C(=O)c2cc(NC(=O)Nc3ccc(F)cc3)ccc2O[C@@H]1CN(C)C(=O)Nc1ccc(F)cc1
  A = 25	B = 1	C = 1.7	D = -10

CCN1[C@@H]2Cn3c(ccc(-c4ccc(F)cc4)c3=O)[C@H]1[C@@H](C(=O)Nc1ccccc1)[C@@H]2CO
  A = 16	B = -4	C = -1.0	D = .

C[C@@H]1CN([C@@H](C)CO)C(=O)c2cc(NC(=O)CCC(F)(F)F)ccc2O[C@@H](C)CCCCO[C@@H]1CN(C)C(=O)NC1CCCCC1
  A = -31	B = 4	C = 1.1	D = 38

C[C@H]1CN([C@@H](C)CO)C(=O)Cc2cc(NC(=O)Cc3ccccc3)ccc2O[C@@H]1CN(C)Cc1ccc(C(=O)O)cc1
  A = 3	B = 3	C = -1.9	D = 18

Cc1ccccc1S(=O)(=O)N1CC(=O)N2[C@H](CO)[C@@H](c3ccc(C#CC4CC4)cc3)[C@@H]2C1
  A = -46	B = -9	C = -0.7	D = .

C[C@@H]1CN([C@@H](C)CO)C(=O)c2cccc(NS(=O)(=O)c3ccccc3)c2O[C@@H]1CN(C)Cc1ccc(-c2ccccc2)cc1
  A = -45	B = .	C = -0.7	D = 55

COCC#Cc1cnc2c(c1)C(=O)N([C@H](C)CO)C[C@H](C)[C@@H](CN(C)C)O2
  A = -18	B = -3	C = -0.8	D = 31

COCC(=O)N1CC[C@H]2[C@H](CO)Nc3ccc(C#Cc4ccc(F)cc4)cc3[C@H]21
  A = -50	B = 7	C = -0.6	D = .

O=C(N[C@@H]1CC[C@H](CC(=O)N2CCC(Cc3ccccc3)CC2)O[C@H]1CO)c1cnccn1
  A = 12	B = 2	C = -0.4	D = .

Cc1noc(C)c1NC(=O)N(C)C[C@H]1Oc2c(NS(=O)(=O)c3ccc(F)cc3)cccc2C(=O)N([C@@H](C)CO)C[C@@H]1C
  A = 32	B = -1	C = 3.7	D = -16

# A run of entries of the results above, for reference:
# Assay codes: A = Pf Dd2 inh; B = C diff growth; C = KDM4C inh; D = Tcruzi prolif
O=S(=O)(NC[C@@H]1[C@@H](c2ccccc2)[C@H](CO)N1CC1CC1)c1ccccc1
  A = -13	B = 6	C = 0.7	D = -33

CO[C@@H]1CN(C)C(=O)c2ccc(NC(C)=O)cc2OC[C@H](C)N(C(=O)c2ccc(F)cc2)C[C@H]1C
  A = 9	B = .	C = -0.1	D = -16

C[C@@H]1CN([C@H](C)CO)S(=O)(=O)c2ccc(C#CCN(C)C)cc2O[C@H]1CN(C)C(=O)C1CC1
  A = -12	B = -3	C = 0.4	D = 89*

COCC(=O)Nc1ccc2c(c1)C(=O)N(C)[C@@H]1CC[C@@H](CC(=O)NCCc3ccncc3)O[C@H]1CO2
  A = -3	B = -1	C = -2.0	D = 2

CC(=O)N1[C@@H]2c3ccc(-c4ccccc4)c(=O)n3C[C@@H]2[C@@H](CO)[C@@H]1C(=O)N1CCCCC1
  A = .	B = 2	C = 0.3	D = 29

C[C@@H]1CN([C@H](C)CO)C(=O)Cc2cc(NC(=O)c3ccncc3)ccc2O[C@@H]1CN(C)Cc1ccc(Cl)c(Cl)c1
  A = -2	B = -4	C = 0.8	D = 19

CC(C)CC#Cc1ccc2c(c1)O[C@@H](CN(C)C(=O)Cc1cccnc1)[C@@H](C)CN([C@@H](C)CO)S2(=O)=O
  A = -32	B = 1	C = -0.2	D = .

O=C(O)C[C@@H]1C[C@@H]2c3cc(NC(=O)CC4CC4)ccc3O[C@@H]2[C@H](CO)O1
  A = 1	B = -1	C = 0.6	D = -18

# Screens as filed in PubChem BioAssay.
